Source: PubChem BioAssay
miR122 inh – blocks miR-122 activity in Huh7 sensor cells. Huh7 miR-122 Renilla luciferase sensor, 48 h; neutral wells = 0, positive control = 100. activation (reporter increase), % at 12.5 µM. hit rate 0.3% among 340,000. AID 602342;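 active = mean replicate activation score at least 90 and every replicate individually at or above 90; inconclusive = only one of the two criteria met; inactive = neither criterion met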;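 note: higher luciferase means less miR-122 activity so hits act as miR-122 inhibitors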
PAX8 reporter – inhibitors of PAX8 transcriptional activity in RMG-I cells. RMG-I TPO-luciferase reporter, SteadyGlo, 24 h. inhibition, % at 12.6 µM. hit rate 1.2% among 360,000;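 active = mean replicate inhibition at least 60% with every replicate also reaching 60%; inconclusive = only one of the two criteria is met; inactive = mean below 60% and not all replicates reaching 60%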;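 note: luciferase light reporting Pax8 driven TPO promoter activity; plate controls were median of neutral control wells for no effect and mitoxantrone controls for full effect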
DENV2 CPE – protects cells from dengue virus 2 cytopathic effect; DENV2-infected cells, cytopathic effect rescue, plate reader; CPE inhibition, % at 9.99 µM; hit rate 1.7% among 350,000; AID 651640; in the data active = CPE inhibition above about 20%, passing the limit was not always enough; inconclusive = no clear call, values can overlap the other calls; tested in BHK-21 cells;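 note: 0% = median of neutral control wells and 100% = median of positive control wells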
EWS-Fli block – blocks EWS/Fli oncoprotein-driven transcription; hit rate 0.67% among 350,000; inhibition, % at 12.6 µM; A673 NR0B1-luciferase reporter, viability-normalised;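 active = mean inhibition of at least 50% after viability correction, with every replicate also passing that limit; inconclusive = mean reaches 50% but only one of two replicates passes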;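 note: firefly luciferase signal divided by Alamar Blue viability fluorescence both relative to DMSO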
GSIS activator – primary screen for activators of insulin secretion dependent on glucose, INS-1E cells, GLuc reporter luminescence; activation, % at 16.6 µM; AID 743287; hit rate 0.61% among 370,000; INS-1E GLuc reporter insulin secretion, 2-3 h;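 active = lowest replicate activation of at least 40%, so every replicate reaches that level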;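 note: 0% = median of neutral control wells and 100% = median of IBMX positive control wells; some compounds called inactive have numbers as strong as hits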
CFTR F508del cor – CFTR F508del correction in bronchial cells; CFBE cells, YFP halide quenching; stimulated with forskolin plus potentiator P3; % fluorescence drop versus neutral controls; activity (quench increase), % at 7.58 µM; hit rate 0.36% among 350,000; AID 720511;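 active = mean added fluorescence quench of at least 8% versus neutral control, with both replicates also reaching 8%; inconclusive = only one of the mean or replicate conditions met; inactive = mean below 8% and not both replicates reaching 8%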;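 note: cells transiently co-express mutant CFTR-F508del with the halide-sensitive YFP; corrector assay measuring rescue of mutant channel to the surface after 24 h compound exposure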
FN deposition inh – fibronectin deposition inhibition; AH1F fibroblasts, Alexa488-fibronectin deposition fluorescence, overnight; AID 743247; inhibition, % at 12.6 µM; hit rate 0.086% among 350,000;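 active = mean inhibition across replicates of 30% or more, regardless of how many single replicates reach that level; inconclusive = mean under 30% yet at least half of replicates reach 30%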;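 note: positive control wells lacked labelled fibronectin entirely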
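Assay system: AH1F fibroblasts assembling fluorescent fibronectin matrix; Amount: 10000 AH1F cells per well; Buffer or medium: DMEM, 2% serum; Probe or stimulus: Alexa488-fibronectin, 24 nM final in well; Doses: single compound dose, delivered by pin transfer; Incubation: 1 h adhesion, overnight exposure; Measured by: fluorescence 485/525 nm; Read-out: fibronectin deposition inhibition.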
* hit, by the source's call; ? = inconclusive; nt = no result given; & = joins results of further samples; [ ] = dose if it differs, or a comment.

SMILES	miR122 inh	PAX8 reporter	DENV2 CPE	EWS-Fli block	GSIS activator	CFTR F508del cor	FN deposition inh
Cc1cc(C)c(NC(=O)CN2C(=O)NC3(CCCc4ccccc43)C2=O)c(Cl)c1 (stereo not given)	-4	22	1	5	-18	-1.3	7
CSCc1c(C(=O)Nc2ccccc2N2CCOCC2)oc2ccccc12	8	35	9	1	25	-0.4	-2
N#C[C@]1(S(=O)(=O)c2ccccc2)C[C@@H]2ON=C(c3cccc(Br)c3)[C@@H]2C1	0	0	nt	-11	-18	-2.1	9
COc1ccc(-c2nnc(SCC(=O)NC(C)c3ccccc3)o2)cc1 (stereo not given)	nt	-15	0	-6	-10	7.6	-11
CC(=O)N1[C@@H]2Cn3c(ccc(-c4ccccc4)c3=O)[C@H]1[C@@H](C(=O)Nc1ccccc1)[C@@H]2CO	nt	nt	5	4	3	nt	nt
CSc1sc(C(=O)NCC2CC2)c(-c2cccs2)c1C#N	-3	13	3	-7	5	-0.3	1
CCNC(=O)C1CCCN(C(=O)c2ccco2)CC1 (stereo not given)	nt	-10	-2	-4	8	-1.2	nt
Cc1ccc2nc3c(cc2c1)c(C)nn3-c1ccccc1	0	-6	-7	3	-13	-3.7	-4
Cc1cccc(-n2nc([N+](=O)[O-])c(=NC3CCN(Cc4ccccc4)CC3)n2O)c1	3	1	-2	24	-16	-1.5	-11
O=C(CCSc1ccccc1)NCc1cccnc1	nt	18	-2	4	1	nt	1
COc1ccc(N2CCN(C(=O)CN(C)S(=O)(=O)c3cccs3)CC2)cc1	-1	13	10	3	0	-1.1	8
S=C1NCCNC(=S)NCCOCCOCCN1	8	5	9	-5	6	-3.0	-2
CC(C)NC(=O)Nc1ccc2c(c1)C(=O)N([C@H](C)CO)C[C@H](C)[C@H](CN(C)C(=O)c1ccccc1)OCCCC[C@H](C)O2	2[16.7 µM]	-7	10	-3	-7	0.1	nt
O=C(C[C@H]1C=C[C@@H](NC(=O)c2ccncc2)[C@@H](CO)O1)NCC1CC1	-2[16.7 µM]	-7&8	13&-11	-5&-1	-2&7	-1.6&1.1	0&1
CO[C@H]1CN(C)C(=O)c2cc(NC(=O)C3CCCC3)ccc2OC[C@@H](C)N(CC2CC2)C[C@H]1C	nt	1	0	-4	9	3.4	2
Cc1ccc(S(=O)(=O)Nc2ccc(NC(=O)c3c(F)c(F)c(F)c(F)c3F)cc2)cc1	nt	25	-5	26	-4	-2.3	2
Cc1ccc(OCC(=O)Nc2ccc3c(c2)nc2n3CCOC2)cc1	-4	-14	nt	nt	nt	nt	-6
CCS(=O)(=O)Nc1ccc2c(c1)C(=O)N(C)[C@@H]1CC[C@H](CC(=O)NCc3ccccc3F)O[C@H]1CO2	nt	0	-6	0	8	nt	4
O=C(Nc1ccccn1)C1CCN(S(=O)(=O)c2cccs2)CC1	-6	nt	-1	-9	7	-1.0	nt
NC(=O)CC(NC(=O)c1ccccc1)c1ccc(N2CCN(c3ccc(F)cc3)CC2)c([N+](=O)[O-])c1 (stereo not given)	-2	31	3	14	-13	-1.1	7

Molecules shown so far containing an aryl methoxy group, in the order listed:
SMILES	miR122 inh	PAX8 reporter	DENV2 CPE	EWS-Fli block	GSIS activator	CFTR F508del cor	FN deposition inh
COc1ccc(-c2nnc(SCC(=O)NC(C)c3ccccc3)o2)cc1 (stereo not given)	nt	-15	0	-6	-10	7.6	-11
COc1ccc(N2CCN(C(=O)CN(C)S(=O)(=O)c3cccs3)CC2)cc1	-1	13	10	3	0	-1.1	8

Continuation.
SMILES	miR122 inh	PAX8 reporter	DENV2 CPE	EWS-Fli block	GSIS activator	CFTR F508del cor	FN deposition inh
O=C(Nc1ccccc1)N1CCCCN2[C@H](CO)[C@@H](c3ccc(C#Cc4cccnc4)cc3)[C@H]2C1	-5[16.7 µM]	22	-6	9	-23	1.6	nt
CSc1ccccc1NC(=O)CN(C)CC(=O)Nc1c(F)cccc1F	-5	-27	nt	nt	-6	nt	-2
CCn1c(=S)sc2c(=O)n(CC(=O)Nc3ccc(Cl)cc3)c(C)nc21	0	-1	-3	8	-9	0.5	5
O=C(C[C@H]1C=C[C@@H](NS(=O)(=O)c2ccc(F)cc2)[C@H](CO)O1)NC1CCC1	nt	7	-3	2	6	-1.0	4
Cc1cn([C@H]2C[C@H](O)[C@@H](CNC(=O)[C@H]3CCC(=O)N3)O2)c(=O)[nH]c1=O	-2	-36	-8	2	3	1.7	2
C[C@H]1CCCCO[C@H](CN(C)C(=O)Nc2ccc(C(F)(F)F)cc2)[C@@H](C)CN([C@@H](C)CO)C(=O)c2cc(NC(=O)NC3CCCCC3)ccc2O1	0[16.7 µM]	50	3	6	-4	-2.0	-4
N/C(=N\OCc1ccc([N+](=O)[O-])cc1)c1ccncc1	nt	-85	?	-50	-14	0.2	1
C[C@@H]1CN([C@H](C)CO)C(=O)c2cccc(NC(=O)c3nc4ccccc4s3)c2O[C@@H]1CN(C)C(=O)Nc1ccc2c(c1)OCO2	52[16.7 µM]	nt	-2	-9	-22	-0.2	-3
COc1ccccc1C(=O)Nc1ccccc1C(=O)NC1CCCCC1	6	nt	-9	-1	10	1.7	-5
Cc1c(Cl)c([N+](=O)[O-])nn1CCCC(=O)N(Cc1ccccc1)Cc1ccccc1	nt	23	-3	12	-12	0.8	-2
COc1ccc(/C(C)=N/NC(=O)C2C3CCCCC32)c(OC)c1 (stereo not given)	nt	-1	-4	3	-4	nt	nt
COC(=O)[C@@]12C[C@@H](CC(=O)NCCc3ccccc3OC)C(=O)N(Cc3ccco3)C1=CCC(C)(C)C2	nt	-22	6	7	-49	-3.5	3
O=C(O)c1ccc(N2C(=O)CC(N3CCN(c4ccc(Cl)cc4)CC3)C2=O)cc1 (stereo not given)	-2	20	6	-1	1	0.0	6
O=C1NCCNC1c1ccccc1 (stereo not given)	-8	nt	3	-4	-3	5.6	7
CCCNC(=O)N1C[C@@H]2[C@H](c3ccccc31)[C@H](CO)N2Cc1ccccc1F	-11[16.7 µM]	-4	9	2	15	1.7	nt
CC(C)NC(=O)CSc1nnc(-c2ccncc2)n1-c1ccccc1	-1	-5	nt	nt	nt	nt	-7
COc1ccc(N2CC(C(=O)NCCc3ccc(Cl)cc3)CC2=O)cc1 (stereo not given)	-2	4	-2	0	11	1.3	1
O=C(C[C@H]1C[C@H]2c3cc(NS(=O)(=O)c4ccc(F)cc4)ccc3O[C@H]2[C@H](CO)O1)NCc1ccc(-c2ccccc2)cc1	-5[16.7 µM]	84*	-6	31	-11	-2.5	4
CSCCC(C)N1CCC(Oc2ccc(C(=O)NCc3ccccn3)cc2)CC1 (stereo not given)	2	-3	-4	0	27	-0.9	-18
O=C(NNC(=O)c1ccc(F)cc1F)c1ccc2c(c1)OCO2	nt	-69	7	-27	-2	-2.1	-10
O=C(O)CCC(=O)NN1C(=O)c2ccccc2NC1c1ccco1 (stereo not given)	nt	27	-1	3	11	-1.1	4
CC(=O)N1CC2(C1)[C@H](c1ccccc1)[C@@H](CO)N2CC1CCOCC1	nt	-6	61*	1	-1	-5.4	nt
O=C(NC1CCCCC1)C(c1cccs1)N(CCCN1CCOCC1)C(=O)c1ccc(-c2ccccc2)[nH]1 (stereo not given)	2	-10	0	-25	-24	1.0	6
O=C(OC1CCOC1=O)c1ccc(Cl)c(S(=O)(=O)N2CCCCC2)c1 (stereo not given)	3	8	-5	0	1	2.2	6
CCCC(=O)Nc1ccc(Cl)c(NC(=O)c2ccc([N+](=O)[O-])cc2Cl)c1	nt	-19	nt	nt	-7	nt	-2
CC(C)C(=O)N1CCN(c2ccc(NC(=O)c3ccc(Br)o3)cc2)CC1	-4	-14	nt	nt	nt	nt	4
O=C(Nc1ccc2c(c1)OCCO2)c1ccc(NC(=O)C2CCCO2)cc1 (stereo not given)	-6	-39	nt	nt	nt	nt	6
COc1cc(CCCN2C(=O)C(=O)NC[C@@H]2CC2CCCCC2)cc(OC)c1OC	nt	-2	-1	-8	-8	-2.4	2
CCC(c1ccccc1)C(CC)c1cc(O)c(O)c(O)c1 (stereo not given)	-3	17	10	25	1	4.0	-9
O=C(O)Cc1ccc(NC(=O)CCN2C(=O)c3ccc([N+](=O)[O-])cc3C2=O)cc1	-2	-19	-1	3	-5	-0.2	2
Cc1cc2nc(-c3ccc[nH]c3=O)n(Cc3ccccc3F)c2cc1C	8	-12	1	-21	3	5.1	9
CCCc1cc(=O)[nH]c(SCC(=O)N2c3ccccc3NC(=O)C2(C)C)n1	6	0	15	-2	-7	-1.1	3
C[C@@H]1CN([C@@H](C)CO)C(=O)c2cc(-c3ccccc3F)cnc2O[C@H]1CN(C)Cc1cccc(C(=O)O)c1	2[16.7 µM]	nt	-3	-15	-5	0.0	nt
CC1(c2ccccc2)C(C#N)C(=O)NC(=O)C1C#N (stereo not given)	nt	nt	-7	4	0	-0.6	-1
CCCC(=O)Nc1nnc(SCC(=O)Nc2ccc3c(c2)OCO3)s1	nt	-9	-7	-2	8	-1.2	5
COc1ccc(S(=O)(=O)N(C)C[C@@H]2Oc3ncc(-c4cccc(OC)c4)cc3C(=O)N([C@H](C)CO)C[C@@H]2C)cc1	13[16.7 µM]	nt	nt	8	-11	1.6	-21
Cc1cccc(NC(=O)/C(C#N)=C/c2cccc([N+](=O)[O-])c2)n1	-6	7	10	3	-13	0.4	-7
COc1ccc(Cl)cc1NC(=O)CN(C)C(=O)Cc1n[nH]c(=O)c2ccccc12	nt	22	-9	-6	13	0.6	nt
Cc1nn(C)c(C)c1Nc1ccc(N2C(=O)C3C4C=CC(C4)C3C2=O)cc1[N+](=O)[O-] (stereo not given)	nt	23	2	12	15	-0.8	7
COc1ccc2c3c([nH]c2c1)[C@H](CO)N(S(C)(=O)=O)CC31CCN(Cc2nccs2)CC1	nt	nt	-12	-4	-6	1.9	nt
O=C(CSc1nnc(SCc2ccccc2)s1)N/N=C/c1c(Cl)cccc1Cl	nt	-13	nt	nt	2	nt	-8
N=c1c(C(=O)NCCc2ccccc2)cc2c(=O)n3ccccc3nc2n1CC1CCCO1 (stereo not given)	4	-14	2	21	-18	1.6	-6
COCCNC(=O)CSc1nc2ccccc2c(=O)n1CCC(=O)NCCc1ccc(OC)c(OC)c1	-6	-4	-7	1	-8	2.3	0
Cc1noc(C)c1S(=O)(=O)N(C)C[C@H]1Oc2ccc(NC(=O)Cn3cnnn3)cc2CC(=O)N([C@H](C)CO)C[C@H]1C	2[16.7 µM]	nt	-7	-7	5	-0.3	nt
C=CCc1cccc(/C=N/NC(=O)CCCNc2ccc(C)cc2)c1O	nt	10	1	6	4	nt	2
COCCn1c(C)cc(C(=O)COC(=O)/C=C/c2c(C)nn(C3CCS(=O)(=O)C3)c2Cl)c1C (stereo not given)	-1	3	0	-3	33	2.2	-7
COc1ccc2nc(C)cc(SCC(=O)NNC(=O)COc3cccc4ccccc34)c2c1	nt	11	nt	nt	-24	nt	2
CCCc1ccc(C(O)c2ncc(-c3ccccc3)[nH]2)cc1 (stereo not given)	38	-68	13	-15	nt	1.2	4
O=C(O)c1ccccc1C(=O)N1N=C(c2ccccc2)CC1c1ccccc1O (stereo not given)	3	-38	-2	-6	-9	-2.6	1
O=C(O)CC(C(=O)Nc1ccc(Cl)c(Cl)c1)C1CCCO1 (stereo not given)	-8	nt	0	4	5	0.9	nt
O=C(O)/C=C/C(=O)N1N=C(c2ccco2)CC1c1ccco1 (stereo not given)	-5	-3	-6	7	-8	0.9	0
